# Compound activity: PubChem BioAssay, National Center for Advancing Translational Sciences (NCATS)
# D3 ag: qHTS of D3 Dopamine Receptor Agonist: qHTS; D(3) dopamine receptor (Homo sapiens), P35462; D3R DiscoveRx beta-arrestin cells, luminescence, 90 min; max activation, %; hit rate 0.58% among 410,000; AID 652048, 2013; in the data active = max activation above about 30%; note: 0% is about no effect; mostly tested at two doses, the higher about 12 µM
# Target sequence (P35462 whole entry, looked up): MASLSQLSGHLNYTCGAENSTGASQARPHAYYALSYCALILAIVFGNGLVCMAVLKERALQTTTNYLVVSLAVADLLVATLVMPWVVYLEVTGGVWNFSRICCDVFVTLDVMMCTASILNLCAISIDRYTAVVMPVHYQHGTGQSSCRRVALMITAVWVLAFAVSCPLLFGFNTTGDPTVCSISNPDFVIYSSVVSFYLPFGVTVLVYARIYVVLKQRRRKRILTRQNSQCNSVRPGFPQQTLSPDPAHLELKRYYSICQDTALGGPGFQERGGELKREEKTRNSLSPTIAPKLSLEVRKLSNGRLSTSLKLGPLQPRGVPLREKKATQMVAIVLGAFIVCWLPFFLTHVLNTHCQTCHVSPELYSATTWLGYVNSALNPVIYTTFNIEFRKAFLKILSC
#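 Agonist-mode cell screen: cells plated at 1500/well and incubated overnight at 37 °C, then exposed to library compounds for 90 min at 37 °C. Detection reagent was added for 30–60 min at room temperature, and luminescence was read.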
# DRD3 antagonist: qHTS of D3 Dopamine Receptor Antagonist: qHTS; D3R cells, DiscoveRx beta-arrestin luminescence, antagonist mode; stronger effect = lower value; max response, negative = inhibition, %; hit rate 2.5% among 360,000; AID 652054, 2013; in the data active = max response below about -50%; inconclusive = no clear call, values can overlap the other calls; note: % is set by controls: 0 for no effect and ±100 for the full control effect; mostly tested at two doses, the higher about 12 µM
#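 Cells plated overnight at 1500 cells/well, then exposed to library compounds with dopamine controls for 90 minutes at 37 degrees C. DiscoveRx reagent added for 30–60 minutes at room temperature; luminescence read, quantitative HTS format.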
# GLP1R inv ag: qHTS of GLP-1 Receptor Inverse Agonists (Inhibition Mode) | HEK293 GLP-1R CRE-luciferase, luminescence, 24 h; GLP-1R form is constitutively active | AID 624417, 2012 | Glucagon-like peptide 1 receptor (Homo sapiens), P43220 | Potency, µM (highest dose often 38.3 µM), for inactives: at the highest dose activity change, negative = inhibition, actives largely listed as inhibitors | hit rate 1.6% among 410,000; note: potency is the fitted concentration of half-maximal effect; % is set by controls: 0 for no effect and ±100 for the full control effect; nearly all actives have a fitted effect of over 55% in size
# Target sequence (P43220 whole entry, looked up): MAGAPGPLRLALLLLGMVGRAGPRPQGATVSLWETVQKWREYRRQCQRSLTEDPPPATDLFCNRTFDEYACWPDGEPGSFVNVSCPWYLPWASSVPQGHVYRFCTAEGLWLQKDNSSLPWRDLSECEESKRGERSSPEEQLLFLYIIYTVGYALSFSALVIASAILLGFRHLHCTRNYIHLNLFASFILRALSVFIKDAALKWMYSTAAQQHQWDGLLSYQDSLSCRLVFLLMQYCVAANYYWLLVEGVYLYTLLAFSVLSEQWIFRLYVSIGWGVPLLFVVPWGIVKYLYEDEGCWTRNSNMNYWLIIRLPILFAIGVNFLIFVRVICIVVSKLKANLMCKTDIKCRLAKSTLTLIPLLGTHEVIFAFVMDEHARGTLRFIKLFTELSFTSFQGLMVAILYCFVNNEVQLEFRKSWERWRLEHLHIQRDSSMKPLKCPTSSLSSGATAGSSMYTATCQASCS
#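 Inverse agonism was detected as reduced cAMP-driven luciferase luminescence after 24 h compound treatment. The cells were HEK293 clones expressing constitutively active human GLP-1R with the reporter. Reporter-only and GPR119 cell lines served as counterscreen controls.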
# TDP-43 yeast inh: qHTS of TDP-43 Inhibitors. TDP-43 expressing yeast growth rescue, BacTiter-Glo, 24 h. Potency, µM (top dose mostly 46.1 µM), without a hit: top-dose growth rescue (activation), most hits filed as activators. hit rate 1.8% among 410,000. AID 652104, 2013; note: potency is the fitted concentration of half-maximal effect; % of control where 0% means no effect; nearly all actives have a fitted effect of over 50% in size
#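 Galactose-induced TDP-43 yeast, OD600=0.02, compound pinned; 24 hr, 30 deg C; BacTiter-Glo luminescence for growth. Inhibitors of TDP-43 toxicity read as activators.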
# aSyn rescue: qHTS of alpha-syn Inhibitors. Yeast expressing alpha-synuclein, growth rescue, BacTiter-Glo, 24 h. Potency, µM (series often up to 46.1 µM), for inactives: at the top dose growth rescue (activation), hits mostly activators. hit rate 0.14% among 370,000; note: potency is the fitted concentration of half-maximal effect; % of control where 0% means no effect; nearly all actives have a fitted effect of over 65% in size
#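 Rescue of yeast growth: cells expressing toxic alpha-synuclein, induced in galactose at OD600 0.02, incubated with compound 24 h at 30 C. ATP luminescence quantified growth; inhibitors of toxicity appear as activators.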
# HEK293 tox: qHTS of GLP-1 Receptor Inverse Agonists: Cytotox Screen; HEK293 cAMP-luciferase reporter cells, luminescence, 24 h; Potency, µM (titrated, usually from 38.3 µM), inactives show at the highest dose activity change, negative = inhibition, hits mostly inhibitors; hit rate 0.13% among 410,000;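 note: loss of luciferase light is scored as toxicity; potency is the fitted concentration of half-maximal effect; % is set by controls: 0 for no effect and ±100 for the full control effect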
#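 Quantitative HTS format, 1536 wells, 200 cells/uL seeded. Compounds: 23 nL, 24 h, 37 °C. Detection: luciferase reagent, luminescence at 12 min RT; decreased signal taken as cytotoxic.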
# PTHR1 ag: qHTS for PTHR1 Agonists: Primary Screen | Parathyroid hormone/parathyroid hormone-related peptide receptor (Homo sapiens), Q03431 | HEK293 GP2 PTHR1 cells, GloSensor cAMP luminescence, 1 h | Potency, µM (titrated, usually from 115 µM), inactives show top-dose activation, most hits filed as activators | hit rate 0.075% among 410,000 | AID 743266, 2014; note: potency is the fitted concentration of half-maximal effect; nearly all actives have a fitted effect of over 55% in size; some results filed as inactive show a strong effect at the top dose; inactives centre near -15; many of its hits are not listed in these tables
#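 HEK-293-derived GP2 cells expressing PTHR1 and a GloSensor cAMP reporter, 3,000/well, plated overnight, given luciferin plus IBMX (each 0.5 mM as added) for 1 h at 37 °C, then compound for 1 h at 37 °C. Luminescence was read after 15 min at room temperature.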
# KB-V1 cytotox: qHTS assay for MDR1-selective chemotherapeutics: Primary screen using the drug-selected MDR subline cells KB-V1; Potency, µM (doses to about 46.1 µM), inactives show top-dose activity change, negative = cytotoxicity, hits mostly cytotoxic; KB-V1 MDR cells viability, CellTiter-Glo, 72 h; hit rate 3.4% among 400,000; note: potency is the fitted concentration of half-maximal effect; % is set by controls: 0 for no effect and ±100 for the full control effect; nearly all actives have a fitted effect of over 60% in size
#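 Drug-selected KB-V1 cells, grown in DMEM lacking phenol red with 10% FBS, receive compound titrations; after three days at 37 degrees C, surviving cell ATP is quantified by CellTiter-Glo luminescence and responses normalized and curve-fitted.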
# GLP1R ag: qHTS of GLP-1 Receptor Agonists; Glucagon-like peptide 1 receptor (Homo sapiens), P43220; HEK293 GLP-1R CRE-luciferase, luminescence, 4-6 h; cells express a hypersensitive GLP-1R form; Potency, µM (top dose mostly 45.6 µM), for inactives: top-dose activation, most hits filed as activators; hit rate 0.007% among 380,000; note: potency is the fitted concentration of half-maximal effect; % of control where 0% means no effect
# * = called active by the depositor; i = inactive; ? = inconclusive; nt = no result given; [ ] = remark or other dose. Unless noted, calls come from the whole dose curve; as a rule, active = well fitted curve in the direction sought with a large enough effect; inconclusive = small, poorly fitted or top-dose-only effect, or another doubt; inactive = no such curve, though single readings can be large; an effect the other way counts as inactive or inconclusive.
SMILES,D3 ag,DRD3 antagonist,GLP1R inv ag,TDP-43 yeast inh,aSyn rescue,HEK293 tox,PTHR1 ag,KB-V1 cytotox,GLP1R ag
CC(C)(C)OCC(NC(=O)C(CC(N)=O)NC(=O)OC(C)(C)C)C(=O)OC(C)(C)C (stereo not given),1,-15,-2%,1%,3%,2%,-26%[57.5 µM],13%,-2%
O=C(NC1(C(F)(F)F)NC(=O)N(c2ccc(F)cc2)C1=O)c1ccncc1 (stereo not given),-5,5,-4%,23%,-3%,9%,-10%,-1%,0%
COc1ccc(/C=C2\SC(=S)N(C(Cc3ccccc3)C(=O)O)C2=O)cc1 (stereo not given),1,-13,-20%,1%,-30%[inhibitor],-11%,i,-5%,-2%
O=C(c1ccco1)N1CCN(C2CC(=O)N(c3ccc(C(F)(F)F)cc3)C2=O)CC1 (stereo not given),3,16,17%,9%,-15%,7%,i,nt,5%
O=C(CNc1ccc2ccccc2c1)N/N=C/c1ccc(C(=O)O)cc1,3,0,6%,-10%[0.397 µM],-7%,-1%,-3%,6%,9%
CCOC(=O)C1=C(CSc2nccn2C)NC(=O)NC1c1cc(C)ccc1C (stereo not given),-9,-3,0%,-21%,-6%,3%,-18%,-8%,16%
Nc1ccccc1-c1ccc(Cl)cc1,-3,0,-35%,24%,-3%,12%,i,14%,-2%
CCOC(=O)C1CCN(S(=O)(=O)c2cccc(-c3csc(C)n3)c2)CC1,3,-13,-3%,15%,11%,17%,-39%[inhibitor][57.5 µM],11%,7%
NC(=O)CSc1nc2ccccc2n1Cc1ccccc1,6,6,-8%,20%,-5%,-7%,i,0%,-6%
CCOC(=O)C1CCCN(C(=O)C(=O)c2cn(CC(=O)N3CCOCC3)c3ccccc23)C1 (stereo not given),-7,-20,15%,21%,-1%,-7%,7%,2%,-1%
COc1ccccc1C(=O)NCC(=O)OCC(=O)c1ccc2c(c1)-c1ccccc1C2,-3,0,26%,8%,0%,29%,-18%,?,-1%
O=C(NCCc1nc2ccccc2[nH]1)c1ccc(Br)o1,2,10,4%,-5%,-6%,-7%,i,29%,7%

# Results in GLP1R inv ag, for some of the entries so far:
mol	GLP1R inv ag
CCOC(=O)C1CCN(S(=O)(=O)c2cccc(-c3csc(C)n3)c2)CC1	-3%
CCOC(=O)C1=C(CSc2nccn2C)NC(=O)NC1c1cc(C)ccc1C (stereo not given)	0%

# (listing goes on)
SMILES,D3 ag,DRD3 antagonist,GLP1R inv ag,TDP-43 yeast inh,aSyn rescue,HEK293 tox,PTHR1 ag,KB-V1 cytotox,GLP1R ag
Cc1cc(N2CCCC2=O)cc(C)c1S(=O)(=O)NCCOc1ccccc1,6,8,13%,-11%,5%,1%,i,?,2%
Cc1cccc(-c2ccc(NC(=O)C3CCN(CC4CC4)CC3)cc2)c1,-9,-22,?,-17%[1.82 µM],?,?,i,12%,13%
CCCN1CCN(CCCNC(=O)CCCn2nc(C)c3sc4ccccc4c3c2=O)CC1,-1,5,-13%,9%,3%,-2%,i,28%,17%
COc1cccc(NC(=O)CN(C)C(=O)CN2C(=O)NC(C)(c3ccc(C)cc3)C2=O)c1 (stereo not given),3,4,-13%,16%,0%,2%,-33%[inhibitor],0%,4%
Cc1onc(-c2c(Cl)cccc2Cl)c1C(=O)NCCN1CCOCC1,0,-5,-1%,-21%,-1%,-3%,i,2%,-14%
O=C(Cn1c(=O)n2nc(-c3ccccc3)nc2c2ccccc21)Nc1ccccc1C(F)(F)F,-1,nt,-2%,9%,nt,-5%,-21%,nt,nt
Cc1cc(C)c(S(=O)(=O)NCC(=O)NCc2ccco2)c(C)c1,11,9,-2%,-11%,0%,2%,i,2%,10%
COc1cc2nc(CN(C)Cc3ccc(F)cc3)[nH]c(=O)c2cc1OC,0,13,8%,-4%,-5%,7%,i,?,4%
COc1cc(C(=O)N/N=C/c2sc(N3CCOCC3)nc2-c2ccccc2)cc(OC)c1OC,6,16,-4%,12%,9%,-13%,i,-21%,7%
O=S(=O)(c1ccc(-c2n[nH]c(=S)o2)cc1)N1CCCC1,7,-15,6%,19%,-1%,5%,-12%,-3%,-3%
COc1ccc(SC[C@H](Cc2ccccc2)N2CC[C@@H](C)CCC2=O)cc1,-2,9,?,?,5%,21%,-34%[inhibitor],?,11%
CCN(CC(=O)Nc1ccc(OC)cc1)C(=O)CSCC(=O)Nc1ccc(C)cc1,1,23,-21%,16%,0%,-20%,-1%,6%,-9%
CCc1cc(Cn2nc(-c3ccccc3)cc2C(=O)NCCOC)on1,3,-8,-3%,-2%,1%,1%,i,-18%,6%
COc1ccc(N2CCN(c3nc4c(C)cccn4c(=O)c3C=C(C#N)C#N)CC2)cc1,-4,3,-12%,2%,1%,-12%,i,0%,3%
Cc1c(C(=O)Nc2nc(-c3ccccn3)cs2)oc2ccccc12,-5,-13,?,6.3µM*,-29%,-22%,-18%,0%,0%
CC(=O)c1ccc(NC(=O)CSc2nnc(NC(=O)c3ccco3)s2)cc1,8,4,0%,1%,4%,22%,-17%,-3%,4%
O=C(Nc1cnc2ccccc2c1)c1ccncc1,-4,-20,?,-10%,-1%,-4%,i,0%,-5%
COc1ccc(S(=O)(=O)N2CCCCC2c2cc(C(=O)Nc3ccccc3Cl)no2)cc1 (stereo not given),-1,-5,?,22%,8%,-4%,-43%[inhibitor],-7%,3%
O=C(CCc1ccccc1)n1nc(-c2ccco2)nc1SCc1ccccc1,4,3,1%,?,?,3%,-22%,-12%,-2%
COc1ccc(-c2c(-c3ccsc3)oc3ccc(N4CCOCC4)cc23)cn1,2,18,?,?,0%,5%,-3%,11%,?
CCN(CC(=O)Nc1ccc2c(c1)OCCO2)C(=O)C1CC(=O)N(c2ccc(OC)cc2OC)C1 (stereo not given),-1,2,18%,9%,-1%,-6%,i,?,2%
COc1cccc(C2CC(c3cccs3)=NN2S(C)(=O)=O)c1OC (stereo not given),5,1,7%,-26%,1%,-5%,-56%,?,7%
Cc1cc(NC(=O)CSc2nncn2-c2ccccc2)no1,-1,-2,4%,-5%,1%,-9%,-16%,-8%,5%
CCOCCCNC(=S)N1CCC(NC(=O)C23CC4CC(CC(C4)C2)C3)CC1,0,6,-10%[7.66 µM],12%,0%,1%[7.66 µM],i,-12%,1%

# Taken from above (six entries):
SMILES,D3 ag,DRD3 antagonist,GLP1R inv ag,TDP-43 yeast inh,aSyn rescue,HEK293 tox,PTHR1 ag,KB-V1 cytotox,GLP1R ag
COc1cccc(NC(=O)CN(C)C(=O)CN2C(=O)NC(C)(c3ccc(C)cc3)C2=O)c1 (stereo not given),3,4,-13%,16%,0%,2%,-33%[inhibitor],0%,4%
Cc1onc(-c2c(Cl)cccc2Cl)c1C(=O)NCCN1CCOCC1,0,-5,-1%,-21%,-1%,-3%,i,2%,-14%
O=C(Cn1c(=O)n2nc(-c3ccccc3)nc2c2ccccc21)Nc1ccccc1C(F)(F)F,-1,nt,-2%,9%,nt,-5%,-21%,nt,nt
Cc1cc(C)c(S(=O)(=O)NCC(=O)NCc2ccco2)c(C)c1,11,9,-2%,-11%,0%,2%,i,2%,10%
COc1cc2nc(CN(C)Cc3ccc(F)cc3)[nH]c(=O)c2cc1OC,0,13,8%,-4%,-5%,7%,i,?,4%
COc1cc(C(=O)N/N=C/c2sc(N3CCOCC3)nc2-c2ccccc2)cc(OC)c1OC,6,16,-4%,12%,9%,-13%,i,-21%,7%

# Next section
SMILES,D3 ag,DRD3 antagonist,GLP1R inv ag,TDP-43 yeast inh,aSyn rescue,HEK293 tox,PTHR1 ag,KB-V1 cytotox,GLP1R ag
CCC(C)(C)NC(=O)C(c1ccccc1Cl)N(Cc1cccnc1)C(=O)CCC(=O)Nc1cc(C)on1 (stereo not given),-16,-3,6%,6%,2%,19%,i,-8%,7%
O=C(CC(c1ccccc1)c1ccccc1)Nc1ccc(C(=O)O)cc1,0,-3,7%,6%,-8%,6%,i,20%,7%
CC(C)(C)c1cc(-c2nc(N)nc(N)n2)cc(C(C)(C)C)c1,9,13,-24%,-2%,6%,-3%,i,24%,17%
O=C(Nc1cccnc1)c1cc(Br)c(Br)s1,0,16,1%,-2%,-6%,-8%,i,0%,9%
O=C(O)CCc1ccc(-c2ccccc2)n1NC(=O)c1sc2ccccc2c1Cl,-8,0,0%,25%,-5%,-5%,i,-1%,5%
CN(c1ccc(C(=O)NC2CCCCC2)cc1)S(=O)(=O)c1ccccc1,-2,-2,?,-2%,15%,20%,-13%,?,1%
O=C(Nc1ccc(Br)c2cccnc12)c1ccc(Cn2cc(Cl)cn2)o1,-15,7,7%,21%,14%,-18%,-11%,-8%,-4%
CC(=O)c1c(C)[nH]c(C(=O)Nc2cccc(C)n2)c1C,4,16,?,19%,1%,-7%,-11%,-2%,-3%
O=C(CSCC(=O)N1CCOCC1)Nc1ccccc1,-3,8,2%,-12%,0%,-9%,-5%,0%,-16%
COc1ccc(NC(=O)C2CC(c3ccc(Cl)cc3)=NO2)cc1 (stereo not given),6,-19,-20%,-25%,-5%,-14%,i,11%,6%
CSc1ccc(CN2CCSCC2)cc1,-3,-16,39%[activator],3%,2%,13%,i,-4%,0%

# Not all compounds are listed; the hit share may differ from the screen's.
